Ecoli viability = counter-screen for AddAB inhibitors: E. coli growth inhibition; E. coli V3065 growth, OD600 absorbance, 18 h; inhibition, % at 11.9 µM; 330,000 tested, 0.27% active;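 active = inhibition above the campaign's mean inhibition across all tested compounds plus 3 SD, cut at about 9.9% in these data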;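 note: uninfected addAB+ strain grown without phage in ampicillin broth; 0% = DMSO wells and 100% = ciprofloxacin 0.95 µg/ml wells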
AddAB inh = less growth of phage-infected E. coli with AddAB | E. coli expressing H. pylori AddAB, absorbance growth | inhibition, % at 11.9 µM | 330,000 tested, 0.29% active | AID 435030; in the data active = inhibition above about 12%;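 note: 0% = vehicle wells of infected cells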
Wnt bcat act = activates Wnt/beta-catenin signaling in a reporter cell assay; activator, plate reader; activation, % at 9.35 µM; 300,000 tested, 1.2% active; AID 743398; in the data active = activation above about 30%, passing the limit was not always enough; inconclusive = no clear call, values can overlap the other calls;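 note: 0% = neutral control wells and 100% = positive control wells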
PvdQ acylase = P. aeruginosa PvdQ acylase inhibition | purified PvdQ acylase, fluorescence plate reader | 340,000 tested, 0.063% active | inhibition, % at 10 µM | AID 488965; in the data active = inhibition above about 30%, passing the limit was not always enough; inconclusive = no clear call, values can overlap the other calls;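 note: 0% = vehicle neutral wells and 100% = reference inhibitor wells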
DAGLB inhibitor = diacylglycerol lipase beta (human) inhibition; AID 504411; inhibition, % at 5.17 µM; 340,000 tested, 0.059% active; Q8NCG7; HEK293T DAGLB membrane lysate, EnzChek fluorogenic substrate; in the data active = inhibition above about 34%;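 note: 0% = enzyme with vehicle and 100% = wells lacking enzyme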
Target sequence (Q8NCG7 whole entry, looked up): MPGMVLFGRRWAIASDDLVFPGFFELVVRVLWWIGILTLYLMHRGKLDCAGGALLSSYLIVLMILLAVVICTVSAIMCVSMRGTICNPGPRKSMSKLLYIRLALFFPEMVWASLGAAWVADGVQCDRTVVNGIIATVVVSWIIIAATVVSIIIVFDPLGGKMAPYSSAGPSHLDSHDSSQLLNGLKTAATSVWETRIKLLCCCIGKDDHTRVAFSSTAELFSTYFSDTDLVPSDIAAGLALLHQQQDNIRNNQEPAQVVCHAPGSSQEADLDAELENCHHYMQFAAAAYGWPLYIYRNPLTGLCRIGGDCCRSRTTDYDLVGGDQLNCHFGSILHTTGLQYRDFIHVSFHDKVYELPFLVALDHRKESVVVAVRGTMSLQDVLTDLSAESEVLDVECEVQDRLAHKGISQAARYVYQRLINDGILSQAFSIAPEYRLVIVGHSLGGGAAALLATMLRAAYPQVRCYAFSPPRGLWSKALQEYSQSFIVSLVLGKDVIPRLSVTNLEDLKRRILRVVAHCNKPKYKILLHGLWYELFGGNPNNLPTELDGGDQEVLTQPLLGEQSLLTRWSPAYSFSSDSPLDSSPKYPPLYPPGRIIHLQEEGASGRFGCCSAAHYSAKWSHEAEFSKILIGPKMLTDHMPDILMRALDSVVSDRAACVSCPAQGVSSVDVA
phage Ecoli inh = E. coli growth loss with phage present | growth absorbance | inhibition, % at 11.9 µM | 360,000 tested, 0.26% active; in the data active = inhibition above about 11%
Tat transport = inhibitors of E. coli Tat protein transport. E. coli MC4100 TorA-mCherry Tat export, fluorescence. inhibition, % at 10 µM. 340,000 tested, 0.036% active. AID 488895;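 active = mean replicate inhibition at least 50% and at least half of replicates individually reaching 50%; inconclusive = only one of the two criteria met; inactive = neither criterion met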;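 note: exported cargo escapes ClpAP degradation while cytoplasmic cargo is degraded and loses fluorescence; 0% = median of neutral control wells and 100% = median of NaSCN control wells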
CAL PDZ inh = blocks peptide binding to human CAL PDZ domain; inhibition, % at 20 µM; 330,000 tested, 0.02% active; AID 504414; purified CAL PDZ, TMR-peptide fluorescence polarization, 1 h; Q9HD26;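 active = highest replicate inhibition of at least 40%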;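 note: plate controls were DMSO neutral control wells for no effect and unlabeled competitor peptide control wells for full effect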
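Test system: tagged CAL PDZ domain / Buffer or medium: sodium phosphate/NaCl buffer pH 7.4 with TCEP, IgG, Thesit / Reagent: TMR-labelled reporter peptide T*-PRC34 bound in PDZ groove / Compound dosing: single point, 20 µM / Schedule: 1 h incubation at room temperature before polarization reading / Technique: fluorescence polarization (mP) / Benchmarks: unlabelled peptide, DMSO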
PfHsp90 set2 = reduces growth (ATP signal) of yeast expressing P. falciparum Hsp90; S. cerevisiae expressing PfHsp90, BacTiter-Glo ATP, 48 h; yeast lacking PDR1 and PDR3 efflux regulators; inhibition, % at 9.4 µM; 310,000 tested, 0.32% active;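 active = every replicate shows inhibition above about 80%, whatever the replicate mean, limit read from the data; inconclusive = mean inhibition reaches the set limit but some replicate falls short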;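 note: 0% = DMSO neutral controls and 100% = 20 µM radicicol positive controls; yeast relying on Plasmodium falciparum Hsp90 in place of its own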
Rtt109 HAT inh = inhibitors of Candida albicans Rtt109/Vps75 histone acetyltransferase | inhibition, % at 34.9 µM | AID 540336 | 330,000 tested, 0.16% active | purified Rtt109/Vps75, ThioGlo CoA-SH fluorescence, 4 h | Q5AAJ8;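 active = inhibition of at least 50% in every replicate; inconclusive = best replicate reaches 50% inhibition but some replicates fall short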
Target sequence (Q5AAJ8 whole entry, looked up): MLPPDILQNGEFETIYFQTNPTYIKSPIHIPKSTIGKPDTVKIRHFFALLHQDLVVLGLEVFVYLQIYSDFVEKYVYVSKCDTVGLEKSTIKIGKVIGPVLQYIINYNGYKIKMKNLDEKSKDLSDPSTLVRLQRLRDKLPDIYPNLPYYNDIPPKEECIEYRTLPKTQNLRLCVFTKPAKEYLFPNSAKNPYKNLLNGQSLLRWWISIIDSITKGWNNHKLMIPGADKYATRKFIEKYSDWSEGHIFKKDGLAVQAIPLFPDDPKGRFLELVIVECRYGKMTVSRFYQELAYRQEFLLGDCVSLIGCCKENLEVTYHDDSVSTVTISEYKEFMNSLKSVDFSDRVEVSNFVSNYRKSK
Numbers without * were called inactive; ? = inconclusive; . = no result given.

Results follow in this order: Ecoli viability	AddAB inh	Wnt bcat act	PvdQ acylase	DAGLB inhibitor	phage Ecoli inh	Tat transport	CAL PDZ inh	PfHsp90 set2	Rtt109 HAT inh
(1) COCCCNC(=S)N(CCO)Cc1cc2cc3c(cc2[nH]c1=O)OCO3
    .	.	0	-9	-1	-0.6	6	-4.7	13	0
(2) CCCCc1c(C)c(C#N)c2nc3ccccc3n2c1Nc1c(C)n(C)n(-c2ccccc2)c1=O
    -0.8	1.5	-2	-11	6	1.7	-5	-1.3	-16	.
(3) COCC(C)NC(=O)c1ccccc1[N+](=O)[O-] (configuration not stated)
    -0.2	2.5	-1	9	0	3.2	-10	-0.3	-22	-3
(4) CCOC(=O)C1CCCN(CCc2ccccc2)C1 (configuration not stated)
    .	.	-1	-3	-1	2.9	-7	-0.9	-13	-4
(5) NC(=O)N(N)c1nc(N2CCCC2)nc(N2CCCC2)n1
    -0.5	-0.8	3	0	-1	0.6	-2	-0.7	5	3
(6) CCn1c(=NC(=O)CSC(C)=O)sc2ccccc21
    -0.7	3.4	.	12	-4	2.5	9	0.0	-2	23
(7) CC(C)CNS(=O)(=O)c1ccc(CC(C)C)cc1
    0.5	4.1	-1	-2	-5	0.7	11	-0.8	-2	-3
(8) O=C(Nc1ccon1)c1ccc(Cl)c(S(=O)(=O)N2CCCCC2)c1
    -1.7	-3.2	4	-5	-2	0.6	-17	-1.5	6	-10
(9) Cc1c(C(=O)NCCCN2CCCC2=O)oc2ccccc12
    2.3	2.2	-2	-11	-1	3.0	3	.	-4	1
(10) CCCCCCCCCCS(=O)(=O)N/N=C/c1ccc([N+](=O)[O-])cc1
    0.7	0.5	-1	0	7	3.3	9	-1.6	.	9
(11) COc1ccc(C(=O)CC(=O)C(=O)Nc2cc(Cl)c(OC)cc2OC)cc1
    1.8	1.3	1	-12	3	0.0	5	0.1	10	-1
(12) Cc1nccn1CCCNC(=O)CC1C(=O)NCCN1Cc1ccc(F)cc1Cl (configuration not stated)
    -2.0	1.5	2	4	0	2.9	2	-0.6	-4	12
(13) CCn1cc(C(=O)NCCCN(CC(C)C)CC(C)C)c(=O)c2cc(S(=O)(=O)N(C)C3CCCCC3)ccc21
    -3.3	0.5	0	-13	1	1.1	10	-0.4	-16	3
(14) O=C(NNC(=O)c1cc(Br)c(Br)s1)c1csc(N2CCOCC2)n1
    -1.6	-1.4	1	-6	10	1.0	-8	-1.9	-41	-9
(15) Oc1ccc(/C=N/Nc2nccnc2Cl)c(O)c1
    -4.5	4.6	3	-4	1	0.1	1	-1.4	-7	-1
(16) CN(C)S(=O)(=O)N1CCCC(C(=O)c2ccc(-c3ccccc3)cc2)C1 (configuration not stated)
    1.0	2.3	0	-9	-3	-0.8	-8	-2.6	-26	-7
(17) CCCCn1c(C)cc2cc(O)ccc21
    -0.6	3.9	-2	-13	3	2.9	7	-0.1	-56	-2
(18) C[C@@H]1COC(=O)[C@H](CC(=O)OC(C)(C)C)C/C=C\C[C@@H](CC(=O)N[C@H](CO)Cc2ccccc2)C(=O)N1
    -0.4	2.1	3	-12	-3	2.9	4	0.1	11	-4
(19) c1csc(-c2ccc3ccccc3n2)c1
    0.2	3.5	20	-5	-4	1.7	4	0.6	-15	2
(20) COc1ccc(OC)c(S(=O)(=O)N2CCC(C(=O)NCc3cccnc3)CC2)c1
    0.3	-1.8	-3	1	-2	0.1	-2	-1.1	-14	-5

(continued)
Results follow in this order: Ecoli viability	AddAB inh	Wnt bcat act	PvdQ acylase	DAGLB inhibitor	phage Ecoli inh	Tat transport	CAL PDZ inh	PfHsp90 set2	Rtt109 HAT inh
(21) Cc1ccc(C)c(NC(=O)c2cc(-c3cccnc3)nc3ccccc23)c1
    1.6	3.2	0	-4	-5	1.3	3	0.7	9	-1
(22) CCOC(=O)c1c(S(=O)(=O)NCc2ccc(OC)cc2)c(C)n(C)c1C
    1.2	1.8	4	-14	1	1.9	2	-2.1	2	-4
(23) O=C(OCC(=O)N1CCCC1=O)c1ccc(O)cc1O
    1.3	1.4	1	-2	1	-0.2	-2	-2.8	10	5
(24) Cc1ccc(S(=O)(=O)NC(N)=NCCc2ccccc2)cc1C
    1.5	3.7	-1	2	-3	2.4	12	-1.8	-11	?
(25) COC(=O)CNC(=O)c1ccc(NS(=O)(=O)c2cc([N+](=O)[O-])ccc2Cl)cc1
    -1.1	0.3	-1	-13	2	1.4	-2	0.5	1	9
(26) N/C(=N\N=C/c1ccc(Br)cc1)N/N=C\c1ccc(Br)cc1
    -0.4	-2.0	-3	-9	1	2.5	-15	0.5	-2	5
(27) O=C(Nc1ccc(-c2nc3cccnc3s2)cc1)c1cccnc1Cl
    0.9	0.4	38*	-3	-5	2.1	0	-2.6	14	-11
(28) O=C(O)CCSCCCN1C(=O)c2cccc3cccc(c23)C1=O
    -2.6	0.0	1	-1	2	3.0	-5	-3.1	-2	1
(29) CC(C)=CCCC(C)CN1CCC(n2nccc2NC(=O)C2CCCC2)CC1 (configuration not stated)
    0.0	2.4	-3	13	-1	2.6	3	0.3	-11	2
(30) CCCCC(=O)Nc1nnc(S(=O)(=O)N2CCCc3ccccc32)s1
    -1.2	-2.5	-2	-11	-1	-1.1	2	0.3	-50	-31
(31) CCOC(=O)CC1C(=O)NCCN1C(=O)COc1ccc(C(C)(C)C)cc1 (configuration not stated)
    -2.3	2.0	-1	-16	-2	-1.4	3	-0.4	-22	-3
(32) COc1cc(NS(=O)(=O)c2ccc(NC(=O)c3ccc(F)cc3)cc2)ncn1
    2.3	-0.3	-1	-24	0	-0.6	8	-0.2	4	-2
(33) Cc1cccc(NC(=O)c2oc3c(c2C)C(=O)CC(C)(C)C3)n1
    -0.2	1.6	.	2	-2	0.9	-9	-0.8	6	3
(34) Cc1ccn2c(NC(=O)c3ccccc3)c(-c3ccccc3)nc2c1
    1.8	0.2	-2	-16	1	-2.2	-3	0.0	-2	4
(35) COC(=O)C1=C(C)NC(C)=C(C(=O)OC)C1c1cc2cc(C)ccc2[nH]c1=O
    -1.6	-1.9	-5	-4	2	2.2	-2	-0.8	.	0
(36) Cc1ccc(NC(=O)CSCC(=O)Nc2sccc2C#N)cc1
    3.7	0.8	1	-17	-1	2.1	-5	-1.3	-26	.
(37) Cn1cnnc1SCC(=O)c1ccc2c(c1)OCO2
    2.3	4.1	-2	-10	-1	0.8	0	-1.9	0	0
(38) Cc1ccc(S(=O)(=O)Nc2ccccc2C(=O)N2CCCCCC2)cc1
    .	.	1	-19	-1	2.0	-4	-0.4	-5	-9
(39) CCCCc1nn2c(N)c(/C=C3\C=Nc4ccccc43)c(=O)nc2s1
    0.1	0.4	0	8	3	1.8	-4	-2.4	12	1
(40) Cc1ccccc1N=Nc1c(N)n[nH]c1N
    .	.	4	4	2	0.5	-2	-0.7	-4	-4

A second format for some results above:
entry	mol	Ecoli viability	AddAB inh	Wnt bcat act	PvdQ acylase	DAGLB inhibitor	phage Ecoli inh	Tat transport	CAL PDZ inh	PfHsp90 set2	Rtt109 HAT inh
33	Cc1cccc(NC(=O)c2oc3c(c2C)C(=O)CC(C)(C)C3)n1	-0.2	1.6	.	2	-2	0.9	-9	-0.8	6	3
34	Cc1ccn2c(NC(=O)c3ccccc3)c(-c3ccccc3)nc2c1	1.8	0.2	-2	-16	1	-2.2	-3	0.0	-2	4
35	COC(=O)C1=C(C)NC(C)=C(C(=O)OC)C1c1cc2cc(C)ccc2[nH]c1=O	-1.6	-1.9	-5	-4	2	2.2	-2	-0.8	.	0
36	Cc1ccc(NC(=O)CSCC(=O)Nc2sccc2C#N)cc1	3.7	0.8	1	-17	-1	2.1	-5	-1.3	-26	.

The results go on:
Results follow in this order: Ecoli viability	AddAB inh	Wnt bcat act	PvdQ acylase	DAGLB inhibitor	phage Ecoli inh	Tat transport	CAL PDZ inh	PfHsp90 set2	Rtt109 HAT inh
(41) CN(CC(=O)N1CCN(c2ccccn2)CC1)S(=O)(=O)c1ccc2ccccc2c1
    -0.9	2.5	-1	4	2	3.6	15	-0.3	5	2
(42) O=C(NCCC1=CCCCC1)C1CCCN(S(=O)(=O)c2ccc(F)cc2)C1 (configuration not stated)
    2.7	3.6	.	3	-2	2.7	-4	0.4	4	5
(43) CCc1nc(SCC(=O)N2c3ccccc3CC2C)c2c(C)c(C)sc2n1 (configuration not stated)
    -1.8	1.9	-3	7	-32	3.4	-11	-1.2	.	-3
(44) COCCNc1ccc(S(=O)(=O)N2CCCC2)cn1
    0.6	2.6	-2	4	0	4.4	-5	-1.2	5	-2
(45) CC(Nc1ccc(F)cc1)=[N+](C)CCNS(=O)(=O)c1ccc(Cl)cc1
    1.2	1.0	1	8	0	-0.2	-3	-0.3	-22	3
(46) COc1cc2c(cc1NC(=O)c1ccc(C)c([N+](=O)[O-])c1)oc1ccccc12
    2.2	1.4	.	-4	0	5.3	-7	0.3	5	4
(47) Nn1c(N2CCCCC2)nc2ccccc21
    0.5	4.4	.	1	0	-3.8	19	0.8	-23	6
(48) CC1CCCC(C)N1C(=O)COC(=O)Cc1ccc(Cl)cc1 (configuration not stated)
    -0.1	0.2	2	1	-1	0.6	-3	-2.1	9	6
(49) CCOC(=O)C1(Cc2cccc(OC)c2)CCN(CC2CC=CCC2)CC1 (configuration not stated)
    2.4	0.4	-1	-14	-5	4.7	-2	-0.9	14	6
(50) S=c1nc2ccccc2c2nc(-c3ccccc3Br)[nH]n12
    0.0	-1.1	4	-7	2	0.8	-12	-0.9	-13	3
(51) COc1cc2[nH]c(=O)n(CCC(=O)N3CCN(c4cc(Cl)ccc4C)CC3)c(=O)c2cc1OC
    2.2	-0.9	.	-13	0	1.8	-5	0.5	3	-23
(52) COc1ccc(S(=O)(=O)N2CCC(C(=O)NCCN3CCOCC3)CC2)cc1C
    -0.8	4.2	1	-11	-1	-0.5	-2	-1.9	-24	-2
(53) CC(C)c1ccc(NC(=O)C2CCN(S(C)(=O)=O)CC2)cc1
    -0.7	3.1	.	6	0	0.8	1	0.6	0	-4

Screens deposited in PubChem BioAssay by several laboratories.
